Screens (PubChem BioAssay)
PNC assembly inh: High Content Assay for Compounds that inhibit the Assembly of the Perinucleolar Compartment; PC3M PTB-GFP, PNC prevalence imaging, 16 h; active compounds read low; activity change (PNC), negative = inhibition, % at 10 µM; actives 3.1% (n = 140,000);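 active = readout at or below -70, meaning at least 70% loss of cells showing the perinucleolar compartment, a nuclear body marking cancer cells; inconclusive = readout between -30 and a set limit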;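 also: plate controls were DMSO wells for no effect and camptothecin positive control wells for full effect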
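PC3M cells stably expressing PTB-GFP, 750–1000 cells/well, treated 16 h at 37 °C with compound (23 nl of library stock), in duplicate. After paraformaldehyde fixation and Hoechst stain, imaged at 20x; PNC prevalence scored by image analysis.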
ALOX12 inhib: qHTS Assay for Inhibitors of 12-hLO (12-human lipoxygenase). purified 12-hLO, xylenol orange hydroperoxide absorbance. Polyunsaturated fatty acid lipoxygenase ALOX12 (Homo sapiens), P18054. Potency, µM (series often up to 57.1 µM), for the others: at the highest dose activity change, negative = inhibition, usual class: inhibitors. AID 1452, 2008. actives 0.12% (n = 150,000); also: potency is read from the fitted curve at half-maximal effect; nearly all actives have a fitted effect of over 55% in size; many of its hits are not listed in these tables
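Hydroperoxide output read as Fe(III)-xylenol orange absorbance, 573-to-405 nm ratio, after 30 min reaction with 40 uM arachidonic acid. Enzyme: 150 nM purified human 12hLO, 15 min compound preincubation; 25 mM Hepes pH 7.0, room temperature.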
ALOX15B inhib: qHTS Assay for Inhibitors of 15-hLO-2 (15-human lipoxygenase 2); Polyunsaturated fatty acid lipoxygenase ALOX15B (Homo sapiens), O15296; purified 15hLO-2, xylenol orange hydroperoxide absorbance; Potency, µM (titrated, usually from 57.1 µM), for the others: at the top dose activity change, negative = inhibition, hits mostly inhibitors; actives 0.56% (n = 110,000); also: potency is read from the fitted curve at half-maximal effect; nearly all actives have a fitted effect of over 60% in size; many of its hits are not listed in these tables
Target sequence (O15296 whole entry, looked up): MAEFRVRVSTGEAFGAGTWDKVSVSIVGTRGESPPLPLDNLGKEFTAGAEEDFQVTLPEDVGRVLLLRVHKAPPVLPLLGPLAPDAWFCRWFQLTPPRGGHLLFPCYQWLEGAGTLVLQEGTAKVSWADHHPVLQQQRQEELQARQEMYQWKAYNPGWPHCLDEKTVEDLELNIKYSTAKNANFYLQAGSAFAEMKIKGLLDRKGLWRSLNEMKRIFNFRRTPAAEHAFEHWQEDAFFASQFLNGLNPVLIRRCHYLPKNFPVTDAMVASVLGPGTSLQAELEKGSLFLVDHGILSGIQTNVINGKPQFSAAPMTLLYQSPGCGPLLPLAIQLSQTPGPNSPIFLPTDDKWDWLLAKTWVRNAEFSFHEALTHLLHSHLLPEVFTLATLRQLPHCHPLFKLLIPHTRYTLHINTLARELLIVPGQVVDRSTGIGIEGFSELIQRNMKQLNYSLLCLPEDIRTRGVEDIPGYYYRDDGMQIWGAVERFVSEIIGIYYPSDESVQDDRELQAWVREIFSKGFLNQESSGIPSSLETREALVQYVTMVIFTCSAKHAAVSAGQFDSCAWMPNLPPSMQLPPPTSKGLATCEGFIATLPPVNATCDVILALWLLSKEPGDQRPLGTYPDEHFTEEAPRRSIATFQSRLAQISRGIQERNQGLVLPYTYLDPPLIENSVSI
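Read-out: hydroperoxide product oxidises ferrous iron, measured as xylenol orange complex via the 573-to-405 nm absorbance ratio after 30 min. Reaction: 50 nM enzyme, 15 min compound preincubation, 45 uM arachidonic acid, 90 min RT, Hepes pH 7.5 with Triton X-100.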
IMPase cell inh: qHTS Assay for Identifying the Cell-Membrane Permeable IMPase Inhibitors; Inositol monophosphatase 1 (Rattus norvegicus), P97697; CHO-M1 cells, IP1 accumulation, HTRF TR-FRET ratio; inhibition (IP1 accumulation), % at 46.1 µM; 120,000 tested, under 10 active; active = well fitted curve in the direction sought with a large enough effect in the signal ratio, not every such curve was filed as active; inconclusive = small, poorly fitted or top-dose-only effect, or a change in a side signal; inactive = no such curve, though single readings can be large or run the other way; the % refers to the signal ratio;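 also: cells stimulated with carbachol in lithium chloride buffer; plate controls were DMSO basal wells for no effect and reference inhibitor wells for full effect; higher means more IMPase inhibition seen as more IP1 and lower FRET ratio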
Target sequence (P97697 whole entry, looked up): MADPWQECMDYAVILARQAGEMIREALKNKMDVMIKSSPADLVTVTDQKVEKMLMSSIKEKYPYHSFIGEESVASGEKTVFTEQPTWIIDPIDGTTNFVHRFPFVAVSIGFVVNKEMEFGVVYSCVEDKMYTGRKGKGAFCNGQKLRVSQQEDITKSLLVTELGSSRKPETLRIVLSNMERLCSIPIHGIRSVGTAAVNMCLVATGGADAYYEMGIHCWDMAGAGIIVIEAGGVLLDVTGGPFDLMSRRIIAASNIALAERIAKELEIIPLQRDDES
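Seeded CHO-M1 cells were dosed with compound at up to 46 uM, stimulated with carbachol for 30 min, then lysed in IP-One detection reagents. Higher IP1 lowers the TR-FRET signal.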
Numbers without * were called inactive; ? = inconclusive; · = no result given; [ ] = another dose, or the depositor's remark. Unless noted, calls follow the shape of the dose curve; as a rule, active = well fitted curve in the direction sought with a large enough effect; inconclusive = small, poorly fitted or top-dose-only effect, or another doubt; inactive = no such curve, though single readings can be large; an effect the other way counts as inactive or inconclusive. Unless noted, % is scaled to controls: 0 for no effect and ±100 for the full control effect. The list is partial; count on the stated rates, not on these rows.

SMILES | PNC assembly inh | ALOX12 inhib | ALOX15B inhib | IMPase cell inh
CC(=O)NN1C(=O)/C(=C/c2ccc(Br)o2)SC1=S | 31.7 | -20.4% | -24.3% | 10.0
CN(CCc1ccccn1)c1ncnc2[nH]ncc12 | ? | 1.0% | 7.4%[11.4 µM] | -10.0[1.84 µM]
COc1ccc(CN(C)CC(=O)Nc2cc(OC)c([N+](=O)[O-])cc2C)c(OC)c1 | ? | -5.0% | · | 8.7
COc1ccccc1C(=O)O/N=C(\N)c1ccccc1Cl | -2.1 | -0.2% | · | ·
O=C1C2C3CCC(C3)C2C(=O)N1Cc1ccccc1 (stereo not given) | 43.9 | -5.8% | · | 10.2
OCc1ccc(-c2ccc(-c3ccc(CO)s3)o2)s1 | · | -2.8%[0.00818 µM] | ? | ·
COc1ccc(C(=O)c2ccc(O)cc2)c(O)c1O | · | -13.3% | -9.2% | ·
O=[N+]([O-])c1ccc(O)c(-c2nn[nH]n2)c1 | ? | ? | 21.4% | 16.2
COC(=O)[C@@]1(Cc2ccccc2)[C@@H]2[C@@H](CC(=O)[C@H]2CC(=O)C(=O)N(C)C)CN1C(=O)c1ccccc1 | · | -5.3% | -3.5% | ·
Cn1nnc(NC(=O)c2ccco2)n1 | 24.2 | -2.6% | -1.8% | -1.1
COc1ccccc1Nc1nc(N)nc(CSC(=S)N2CC(C)CC(C)C2)n1 (stereo not given) | 26.4 | -9.7% | · | 8.7
O=C(CSc1nc2c(c(=O)n1-c1ccc(Cl)cc1)SCC2)Nc1ccc2c(c1)OCCO2 | ? | -4.3% | -9.0% | -1.4
Cn1c(Sc2ccccc2Cl)c(C=O)c2ccccc21 | ? | -16.9% | 5.6% | -6.8
CCCS(=O)(=O)NCc1cn2c(C)csc2n1 | 20.1 | 4.0% | 18.3% | 4.5
O=C(OC(C(=O)Nc1ccc(Cl)cc1C(F)(F)F)c1ccccc1)C1=COCCO1 (stereo not given) | -18.0 | -3.1% | · | 0.9
CCc1nnc(NC(=O)CSc2nnc(COc3ccccc3)n2Cc2ccccc2)s1 | 19.2 | 3.1% | -16.1% | -4.5
S=C(NCCCn1ccnc1)NC1CCCCC1 | 9.7 | -1.4% | · | ·
COC(=O)[C@@]1(C)C=C[C@@H](Cc2ccccc2)N1C(=O)c1ccccc1 | · | -1.5% | 1.8% | ·
Cc1nc2nc(C)c(CCC(=O)N3CCN(c4ccccc4)CC3)c(C)n2n1 | -15.7 | 3.2% | -0.3% | 2.5
Cc1ccc(Cn2ccc(NC(=O)c3c(-c4ccccc4Cl)noc3C)n2)cc1 | -0.7 | -0.9% | -4.0% | 4.4
Cc1ccccc1CSCC(=O)NC(=O)NC(C)(C)C | 8.2 | -1.6% | -7.0% | 1.7
Cc1cc(NC(=O)CSc2nc3ccccc3[nH]2)no1 | ? | -2.7% | -0.2% | -5.0
CC(C)OCCCNC(=O)C1CCC(CNS(=O)(=O)c2ccccc2)CC1 (stereo not given) | 7.0 | -2.6% | · | ·
CCC1(CC)C(=O)N(C)C(=O)NC1=Nc1ccc(OC)cc1 | 24.1 | 7.8% | -6.9% | 0.9
O=C(O)c1cccc(S(=O)(=O)NCc2cccs2)c1 | -12.3 | 1.0% | -4.9% | 11.9
CCOc1ccc(OCc2ccc(C(=O)Nc3ccc(Cl)cn3)o2)cc1 | 11.6 | -5.6% | -9.4%[11.4 µM] | -2.7[1.84 µM]
Cc1ccc(/C=N/n2cnc3sc(-c4ccccc4)cc3c2=O)o1 | -11.7 | 0.5% | -29.2% | -3.0
CC1(C)CC(=O)C(C(c2ccco2)C2C(=O)CC(C)(C)CC2=O)C(=O)C1 | -19.4 | -6.1% | -0.9% | 18.6
N=c1c2c(ncn1CCN1CCOCC1)Oc1ccc3ccccc3c1C2c1ccccc1 (stereo not given) | 24.1 | -4.6% | 44.5%[activator] | 2.9
O=C(CN(c1ccccc1)S(=O)(=O)c1ccccc1)N1CCN(Cc2ccc3c(c2)OCO3)CC1 | -87.8* | -4.2% | 3.3%[2.29 µM] | 10.3

Some of the entries above, reformatted:
Molecule,PNC assembly inh,ALOX12 inhib,ALOX15B inhib,IMPase cell inh
Cc1ccc(/C=N/n2cnc3sc(-c4ccccc4)cc3c2=O)o1,-11.7,0.5%,-29.2%,-3.0
CC1(C)CC(=O)C(C(c2ccco2)C2C(=O)CC(C)(C)CC2=O)C(=O)C1,-19.4,-6.1%,-0.9%,18.6
N=c1c2c(ncn1CCN1CCOCC1)Oc1ccc3ccccc3c1C2c1ccccc1 (stereo not given),24.1,-4.6%,44.5%[activator],2.9
O=C(CN(c1ccccc1)S(=O)(=O)c1ccccc1)N1CCN(Cc2ccc3c(c2)OCO3)CC1,-87.8*,-4.2%,3.3%[2.29 µM],10.3

Next section:
SMILES | PNC assembly inh | ALOX12 inhib | ALOX15B inhib | IMPase cell inh
O=C(NCC1COc2ccccc2O1)C1CCCN(S(=O)(=O)c2cnc[nH]2)C1 (stereo not given) | -92.8* | 0.1% | -3.3% | 10.7
COC(=O)c1ccc(NC(=O)CSc2nnc(CNc3ccc(OC)cc3)n2C)cc1 | ? | -6.4% | -16.7% | 10.6
CCn1c(SCc2cc(=O)[nH]c3ccccc23)nnc1C1CC1 | ? | 0.2% | · | ·
Oc1ccc2nc(Cc3ccccc3)[nH]c2c1 | -6.5 | -1.0% | 1.7% | -1.6
CCOC(=O)C1C(=O)NCC2CCCC21 (stereo not given) | -25.7 | 2.2% | -5.4% | 9.5
CS(=O)(=O)N(Cc1ccccc1)c1ccccc1C(=O)Nc1ccccc1C(=O)NCc1ccco1 | 48.1 | 2.0% | 0.4% | 7.3
Cc1ccc(S(=O)(=O)Nc2ccccc2C(=O)Nc2nc(-c3ccc(F)cc3)cs2)cc1 | 50.7 | -2.9% | · | ·
CC(C)NC(=O)/C(=C/c1ccco1)c1ccccc1 | 20.5 | -3.2% | -13.7% | 1.5
CCn1c(C)nc2cc(C(=O)NNS(=O)(=O)c3ccc(C)c(C)c3)ccc21 | -20.3 | 0.7% | 3.6% | 2.3
C1=CC2CCC1ON2c1ccccc1 (stereo not given) | 35.3 | -3.6% | · | ·
COC(=O)CSc1nnc(-c2ccccc2OC)n1-c1ccc(C)cc1 | 5.1 | 3.2% | 8.7% | 0.9
CCOC(=O)C(Cc1cc(C(C)=O)ccc1OC(C)C)C(=O)OCC | 26.7 | -0.9% | -3.6% | 12.7
Cc1ccc(S(=O)(=O)NCCC(=O)Nc2ccc(C)c(Cl)c2)cc1C | 55.5 | -4.6% | · | ·
COc1ccc(C2C3=C(N=C4SCC(=O)N42)c2ccccc2CC3)cc1OC (stereo not given) | ? | -3.1% | ? | -0.9
O=C(O)C1CCCN(S(=O)(=O)c2ccc(Cl)s2)C1 (stereo not given) | -13.5 | 1.8% | 1.2% | -10.1
CCSC1=NC2(CCCCC2)Nc2sc3c(c21)CCCC3 | ? | ? | ? | 1.6
CCC1=C(OC(=O)N(CC)CC)N2C(=O)OC(=NCC3CC3)[C@]2(C)[C@H]2C1=CC[C@H]1C(=O)N(c3ccccc3)C(=O)[C@H]12 | · | -0.1% | -1.0% | ·
COC(=O)C1C(=O)N2CCCSC2=C(C#N)C1c1cccs1 (stereo not given) | -11.7 | 3.2% | 2.0% | 10.4
O=C1NCC(COCC2CC=CCC2)O1 (stereo not given) | 15.2 | -5.3% | -6.4% | -2.3
CC(C)C[C@H](NC(=O)Nc1ccc(Oc2ccccc2)cc1)C(=O)O | 30.0 | 1.3% | · | ·
CC1Cc2ccccc2N1C(=O)CCS(=O)(=O)c1cccs1 (stereo not given) | -2.5 | -7.3% | -3.1% | -4.2
CCCCNC(=O)c1ccc(N2CCC3(CC2)OCCO3)c([N+](=O)[O-])c1 | -21.3 | -1.2% | · | -3.7
Fc1cc(F)c2nc(Nc3nc4c(F)cccc4s3)sc2c1 | -1.8 | -1.8% | · | ·
COc1cc(NC(=S)Nc2ccc(Br)cc2Cl)c(OC)cc1Cl | -23.2 | -5.0% | · | 9.3
COc1ccc(OC)c(C2C(C(=O)Nc3ccccc3OC)=C(C)Nc3nc(CCCO)nn32)c1 (stereo not given) | 4.0 | 7.7% | -0.7% | -4.1
CC(C)(C)NC[C@H](O)COc1nsnc1N1CCOCC1 | ? | -1.1% | 19.5% | ?
CCOc1ccc(NS(=O)(=O)c2ccc(NC(=O)[C@@H]3CCCC[C@@H]3C(=O)O)cc2)cc1 | ? | -0.3% | · | ·
COc1cc2nc3occc3c(OC)c2cc1OC | 27.2 | -2.3% | · | ·
C#CCSc1nnc(CSc2nc3ccccc3s2)n1-c1ccccc1 | -25.1 | -2.3% | -23.8% | 0.9
COc1ccc(Cl)cc1C(=O)NCC(C)C | -4.4 | 1.0% | -0.1% | ?
CS(=O)(=O)N(Cc1ccc(Cl)cc1)c1ccc(C(=O)Nc2cccnc2)cc1 | ? | -17.9% | 15.1% | 10.1
O=C(CSc1ncn[nH]1)c1cccc([N+](=O)[O-])c1 | 9.7 | -0.2% | · | ·
CCn1nc(C(=O)OCC(=O)Nc2nc(-c3ccc(OC)cc3)cs2)c2ccccc2c1=O | -20.6 | -2.5% | · | ·
O=C(CSc1ncnc2nc[nH]c12)c1ccc2ccccc2c1 | -12.5 | -1.5% | · | -6.0
CCC1Oc2ccccc2N(CC(=O)Nc2ccc(OC)cc2OC)C1=O (stereo not given) | -22.0 | -8.5% | 3.2% | 3.4
CCCCNC(=O)CS(=O)Cc1nc(-c2cccc(C)c2)oc1C (stereo not given) | -8.1 | 4.4% | 4.7% | -1.6
O=C(NC1CC1)c1ccc2c3c(cccc13)CC2 | ? | -0.9% | · | ·
Cn1ncc(Br)c1C(=O)NC1C2CC3CC(C2)CC1C3 (stereo not given) | -15.6 | 3.0% | · | ·
N#CCCN(C(=O)COC(=O)c1ccc2c(c1)NC(=O)CS2)c1ccc2c(c1)OCCO2 | -28.9 | 1.9% | -1.7% | -0.3
Cc1ccc2[nH]c(-c3ccccc3)c(CN3CCN(C)CC3)c(=O)c2c1 | 32.5 | 4.7% | 6.1% | 0.4
COc1ccc(C2SCC(=O)N2c2c(C)n(C)n(-c3ccccc3)c2=O)c(OC)c1 (stereo not given) | 12.4 | 3.8% | -2.4% | 1.6
C=CCn1c(SCCC#N)nnc1-c1ccncc1 | ? | 3.6% | -3.8% | ?
c1ccc(N2CCN(c3cnccn3)CC2)nc1 | 13.5 | -4.3% | -5.1% | 4.9
Nc1cc(=O)[nH]c(SCC(=O)NCC2CCCO2)n1 (stereo not given) | ? | -0.7% | 6.6% | 4.9

Quoted at random: two compounds from above.
SMILES | PNC assembly inh | ALOX12 inhib | ALOX15B inhib | IMPase cell inh
Nc1cc(=O)[nH]c(SCC(=O)NCC2CCCO2)n1 (stereo not given) | ? | -0.7% | 6.6% | 4.9
C=CCn1c(SCCC#N)nnc1-c1ccncc1 | ? | 3.6% | -3.8% | ?

Single entries from the entries so far:
Under ALOX12 inhib, Nc1cc(=O)[nH]c(SCC(=O)NCC2CCCO2)n1 (stereo not given) is entered as -0.7%
Under PNC assembly inh, c1ccc(N2CCN(c3cnccn3)CC2)nc1 is entered as 13.5
Under ALOX15B inhib, C=CCn1c(SCCC#N)nnc1-c1ccncc1 is entered as -3.8%
Under IMPase cell inh, COc1ccc(C2SCC(=O)N2c2c(C)n(C)n(-c3ccccc3)c2=O)c(OC)c1 (stereo not given) is entered as 1.6
